PRC2 inh: inhibitors of human EZH2/PRC2 methyltransferase; 57,000 compounds, 0.35% hits; PRC2 H3K27 methylation, DELFIA TRF, 1 h; Q15910; inhibition, % at 12.5 µM;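 active = mean inhibition of replicates at least 50% and every single replicate also reaching 50%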;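 also: dimethyl H3K27 on biotinylated H3 21-44 peptide detected by antibody; plate controls were median neutral control wells for no effect and median positive control wells for full effect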
IDH1 mut inh: blocks human IDH1 R132H reductase activity; O75874; diaphorase/resazurin fluorescence, 60 min; inhibition, % at 10 µM; 70,000 compounds, 0.18% hits; in the data active = inhibition above about 34%;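 also: 0% = DMSO and 100% = no enzyme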
Target sequence (O75874 whole entry R132H): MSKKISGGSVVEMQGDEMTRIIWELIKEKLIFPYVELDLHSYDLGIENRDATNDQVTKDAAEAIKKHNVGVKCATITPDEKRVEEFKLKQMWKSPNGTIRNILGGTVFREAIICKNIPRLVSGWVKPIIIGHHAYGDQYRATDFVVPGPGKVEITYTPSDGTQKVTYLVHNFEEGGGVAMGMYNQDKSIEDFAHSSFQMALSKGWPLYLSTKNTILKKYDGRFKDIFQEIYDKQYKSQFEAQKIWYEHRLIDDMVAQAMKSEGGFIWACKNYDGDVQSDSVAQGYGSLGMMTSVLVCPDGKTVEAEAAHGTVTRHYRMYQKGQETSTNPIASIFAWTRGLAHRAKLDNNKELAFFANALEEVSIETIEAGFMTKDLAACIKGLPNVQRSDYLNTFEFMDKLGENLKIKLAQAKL
Numbers without * were called inactive; x = no result given. A portion of the library (hit frequency here may not be typical).

Preview:
#	compound	PRC2 inh	IDH1 mut inh
1	Cc1ccc(S(=O)(=O)N[C@H]2CC[C@@H](CC(=O)NCc3ccccc3F)O[C@H]2CO)cc1	2.7	-0.2
2	CC(C)(C)NC[C@@H](O)COc1cccc2c1CCCC2=O	-6.4	1.2
3	Cc1noc(C)c1NC(=O)N(C)C[C@@H]1Oc2ccc(N(C)C)cc2CC(=O)N([C@@H](C)CO)C[C@@H]1C	8.7	1.2

This part in full, from the start:
#	compound	PRC2 inh	IDH1 mut inh
1	Cc1ccc(S(=O)(=O)N[C@H]2CC[C@@H](CC(=O)NCc3ccccc3F)O[C@H]2CO)cc1	2.7	-0.2
2	CC(C)(C)NC[C@@H](O)COc1cccc2c1CCCC2=O	-6.4	1.2
3	Cc1noc(C)c1NC(=O)N(C)C[C@@H]1Oc2ccc(N(C)C)cc2CC(=O)N([C@@H](C)CO)C[C@@H]1C	8.7	1.2
4	Cc1noc(C)c1NC(=O)Nc1ccc2c(c1)C(=O)N([C@H](C)CO)C[C@H](C)[C@@H](CN(C)Cc1ccc(C(=O)O)cc1)OCCCC[C@@H](C)O2	x	2.9
5	COc1ccc(NC(=O)Nc2ccc3c(c2)C(=O)N([C@@H](C)CO)C[C@H](C)[C@@H](CN(C)Cc2ccc4c(c2)OCO4)O3)cc1	-2.9	0.1
6	Cc1ccc(S(=O)(=O)N[C@H]2CC[C@@H](CC(=O)NCc3ccc(Cl)c(Cl)c3)O[C@@H]2CO)cc1	5.0	-0.4
7	CC(=O)N(C)C[C@H]1Oc2ncc(-c3ccc(C#N)cc3)cc2C(=O)N([C@H](C)CO)C[C@@H]1C	6.3	3.2
8	c1ccc(Cn2ccnc2SCc2nnc(-c3ccccc3)o2)cc1	x	9.1
9	CCCc1cn(CC[C@@H]2CC[C@H](NC(=O)CCN3CCCCC3)[C@H](CO)O2)nn1	-1.3	-0.1
10	CO[C@@H]1CN(C)C(=O)c2ccc(NC(=O)c3ccccn3)cc2OC[C@@H](C)N(C(=O)C2CC2)C[C@H]1C	0.1	-0.1
11	C[C@@H]1CN([C@@H](C)CO)S(=O)(=O)c2ccc(C3=CCCCC3)cc2O[C@H]1CN(C)Cc1cncnc1	-7.0	-2.1
12	C[C@H](CO)N1C[C@H](C)[C@@H](CN(C)C(=O)Nc2ccccc2)Oc2ccc(NS(=O)(=O)c3ccc(F)cc3)cc2CC1=O	x	-0.3
13	C[C@@H]1CN([C@@H](C)CO)C(=O)c2cc(NC(=O)c3ccncc3)ccc2O[C@H]1CN(C)S(=O)(=O)c1ccc(Cl)cc1	8.3	x
14	CO[C@@H]1CN(C)C(=O)c2ccc(NC(=O)C3CCOCC3)cc2OC[C@@H](C)N(C(=O)C2CCOCC2)C[C@H]1C	0.4	-0.1
15	COc1ccc(S(=O)(=O)Nc2ccc3c(c2)C(=O)N([C@@H](C)CO)C[C@@H](C)[C@H](CN(C)S(=O)(=O)c2ccc(Cl)cc2)OCCCC[C@@H](C)O3)cc1	x	0.7
16	C[C@@H]1CN([C@H](C)CO)C(=O)Cc2cc(NC(=O)Nc3cccc4ccccc34)ccc2O[C@H]1CN(C)CC1CC1	x	0.3
17	COC(=O)C(C)N(c1ccc(OC)cc1)S(C)(=O)=O (stereo not given)	-1.1	0.3
18	C[C@H](CO)N1C[C@H](C)[C@H](CN(C)Cc2ccc(-c3ccccc3)cc2)Oc2ccc(N(C)C)cc2C1=O	-3.4	0.1
19	CO[C@H]1CN(C)C(=O)c2cc(NC(=O)C3CCC3)ccc2OC[C@H](C)N(Cc2ccccn2)C[C@@H]1C	6.0	-0.8
20	COc1cccc(S(=O)(=O)N[C@@H]2CC[C@@H](CCn3cc(-c4ccccc4OC)nn3)O[C@H]2CO)c1	-3.1	-0.6
21	CC(C)NC(=O)N(C)C[C@H]1Oc2ncc(C#CC3(O)CCCC3)cc2C(=O)N([C@@H](C)CO)C[C@@H]1C	22.2	0.5
22	C[C@H](CO)N1C[C@H](C)[C@@H](CN(C)Cc2cccnc2)Oc2cc(C#CC3CCCCC3)ccc2S1(=O)=O	7.2	x
23	C[C@@H]1CN([C@@H](C)CO)C(=O)Cc2cc(NC(=O)Nc3cccc4ccccc34)ccc2O[C@@H]1CN(C)S(=O)(=O)c1cn(C)cn1	x	-7.9
24	CO[C@@H]1CN(C)C(=O)c2cc(NC(=O)C3CC3)ccc2OC[C@@H](C)N(Cc2nccs2)C[C@@H]1C	6.7	0.0
25	CCS(=O)(=O)Nc1ccc2c(c1)C(=O)N(C)C[C@H](OC)[C@H](C)CN(C(=O)C1CCC1)[C@H](C)CO2	-3.9	0.0
26	COc1ccc(CN(C)C[C@H]2Oc3ccc(NS(=O)(=O)c4cn(C)cn4)cc3CC(=O)N([C@@H](C)CO)C[C@@H]2C)cc1	3.5	0.1
27	C[C@@H]1CN([C@@H](C)CO)C(=O)Cc2cc(NC(=O)Nc3ccc(F)cc3)ccc2O[C@H]1CN(C)S(C)(=O)=O	-1.2	x
28	C[C@@H]1CN([C@H](C)CO)C(=O)c2cccc(NC(=O)Nc3ccc(F)cc3)c2O[C@@H]1CN(C)Cc1ccc(Cl)c(Cl)c1	x	1.4
29	C[C@@H]1CN([C@@H](C)CO)C(=O)c2cccc(NC(=O)c3ccncc3)c2O[C@H]1CN(C)Cc1ccc(Oc2ccccc2)cc1	2.7	0.2
30	CC(C)NC(=O)N(C)C[C@@H]1Oc2c(NS(=O)(=O)c3ccccc3)cccc2C(=O)N([C@@H](C)CO)C[C@H]1C	16.0	4.2
31	Cc1noc(C)c1S(=O)(=O)N(C)C[C@@H]1Oc2ccc(NC(=O)C3CC3)cc2CC(=O)N([C@@H](C)CO)C[C@@H]1C	x	2.3
32	NC(=O)CS(=O)(=O)c1nc2ccccc2n1CC(=O)N1CCCCC1	-2.3	-0.6
33	C[C@@H]1CN([C@@H](C)CO)C(=O)CCCn2cc(nn2)CO[C@H]1CN(C)C(=O)Nc1ccc(N2CCN(C)CC2)cc1	4.3	x
34	COCC(=O)N(C)C[C@@H]1Oc2ncc(C#Cc3ccc(F)cc3)cc2C(=O)N([C@@H](C)CO)C[C@@H]1C	10.6	0.4
35	COC(=O)c1ccccc1NC(=O)C1CCCN(S(C)(=O)=O)C1 (stereo not given)	-9.5	-0.3
36	C#CCNC(=O)C1=C[C@@H](c2cn(C(C)=O)c3ccccc23)[C@H](CCCO)[C@@H](OCC)O1	0.0	x
37	COc1ccc(NC(=O)N(C)C[C@@H]2OCCCC[C@@H](C)Oc3ccc(NS(C)(=O)=O)cc3C(=O)N([C@H](C)CO)C[C@@H]2C)cc1	x	0.6
38	C[C@@H]1CN([C@H](C)CO)C(=O)c2cc(NC(=O)CCC(F)(F)F)ccc2O[C@H]1CN(C)C(=O)Nc1ccc2c(c1)OCO2	-4.8	-1.7
39	Cc1ccccc1-c1cnc2c(c1)C(=O)N([C@@H](C)CO)C[C@H](C)[C@H](CN(C)C(=O)c1ccc(F)cc1)O2	-3.0	-2.8
40	COc1ccc(C(=O)Nc2ccc3c(c2)OC[C@@H](C)N(C(C)=O)C[C@H](C)[C@@H](OC)CN(C)C3=O)cc1	-6.1	0.5

Shown with values under each structure: part of the list above.
Values in the order – PRC2 inh, IDH1 mut inh
#31 Cc1noc(C)c1S(=O)(=O)N(C)C[C@@H]1Oc2ccc(NC(=O)C3CC3)cc2CC(=O)N([C@@H](C)CO)C[C@@H]1C
 : x, 2.3
#32 NC(=O)CS(=O)(=O)c1nc2ccccc2n1CC(=O)N1CCCCC1
 : -2.3, -0.6

Additional structures follow:
#	compound	PRC2 inh	IDH1 mut inh
41	C[C@@H]1CN([C@@H](C)CO)C(=O)c2cc(C#CCN(C)C)cnc2O[C@@H]1CN(C)C(=O)Cc1ccccc1	4.1	3.2
42	CCc1cccc(NC(=O)O[C@H]2[C@H](OC(=O)Nc3ccccc3)[C@@H](OC(=O)Nc3ccccc3)[C@@H](OC)O[C@@H]2CO)c1	1.4	x
43	C#CCN1C(Cc2ccccc2)C(=O)O[C@H](C2CCCCC2)[C@@H]1/C=C/C1CC1 (stereo not given in full)	31.0	x
44	C[C@H](CO)N1C[C@H](C)[C@H](CN(C)C(=O)NC2CCCCC2)Oc2ccc(NC(=O)Cc3ccccc3)cc2C1=O	4.1	0.2
45	Cc1ccc(NC(=O)CNS(=O)(=O)c2ccccc2)cc1Cl	12.7	0.2
46	Cc1ccc(S(=O)(=O)Nc2ccc3c(c2)C(=O)N([C@H](C)CO)C[C@H](C)[C@@H](CN(C)C)OCCCC[C@H](C)O3)cc1	-1.3	-0.6
47	C[C@H]1CN([C@@H](C)CO)S(=O)(=O)c2ccc(/C=C/c3ccccc3)cc2O[C@H]1CN(C)CC1CC1	-11.8	-0.9
48	Cc1ccccc1-c1cnc2c(c1)C(=O)N([C@@H](C)CO)C[C@H](C)[C@H](CN(C)C(=O)CN(C)C)O2	3.7	-2.4
49	Cc1nnc(SCC(=O)n2c3c(c4ccccc42)CCCC3)n1C	6.8	0.3
50	COc1ccc(CNC(=O)C[C@H]2C[C@@H]3c4cc(NC(=O)CN(C)C)ccc4O[C@@H]3[C@@H](CO)O2)cc1	2.5	-1.9
51	C[C@@H]1CN([C@@H](C)CO)C(=O)c2cccc(NC(=O)NC3CCCCC3)c2O[C@@H]1CN(C)S(=O)(=O)c1ccc(Cl)cc1	x	0.0
52	C[C@@H]1CCCCO[C@@H](CN(C)C(=O)c2ccncc2)[C@H](C)CN([C@H](C)CO)C(=O)c2cc(NS(C)(=O)=O)ccc2O1	x	-0.4
53	CC(C)NC(=O)N(C)C[C@@H]1Oc2ncc(-c3ccc(C(=O)N(C)C)cc3)cc2C(=O)N([C@@H](C)CO)C[C@@H]1C	1.4	0.6
54	CCCc1nc(C(C)(C)O)c(C(=O)OCc2oc(=O)oc2C)n1Cc1ccc(-c2ccccc2-c2nn[nH]n2)cc1	-2.1	1.5
55	C/C=C/c1ccc2c(c1)O[C@@H](CN(C)CC1CCOCC1)[C@H](C)CN([C@H](C)CO)S2(=O)=O	8.8	0.3
56	C[C@@H]1CN([C@H](C)CO)C(=O)Cc2cc(NS(=O)(=O)c3ccccc3)ccc2O[C@@H]1CN(C)CC1CC1	-1.1	6.2
57	C[C@@H]1CN([C@@H](C)CO)C(=O)CCCn2cc(nn2)CO[C@@H]1CN(C)Cc1ccc(O)cc1	6.2	x
58	C[C@H](CO)N1C[C@H](C)[C@H](CN(C)C(=O)NC2CCCCC2)Oc2c(NC(=O)c3cnccn3)cccc2C1=O	4.3	2.4
59	COc1ccccc1-c1cnc2c(c1)C(=O)N([C@@H](C)CO)C[C@@H](C)[C@@H](CN(C)C(=O)CC1CC1)O2	-5.5	-11.6
60	C[C@@H]1CN([C@H](C)CO)C(=O)c2cccc(NS(C)(=O)=O)c2O[C@H]1CN(C)S(=O)(=O)c1cccs1	x	0.2
61	COCC#Cc1cnc2c(c1)C(=O)N([C@H](C)CO)C[C@H](C)[C@@H](CN(C)C(=O)c1cccnc1)O2	-5.5	-1.1
62	CCS(=O)(=O)NCC[C@@H]1CC[C@@H](NC(=O)C2CCC2)[C@@H](CO)O1	-2.5	0.1
63	O=C(COc1ccc(Cl)cc1Cl)Nc1ccc(Br)cc1C(=O)O	23.0	-0.3
64	C[C@@H]1CN([C@@H](C)CO)C(=O)c2cc(NC(=O)c3ccncc3)ccc2O[C@@H](C)CCCCO[C@@H]1CN(C)Cc1ccncc1	9.1	2.5
65	Cc1ccc(S(=O)(=O)N[C@H]2CC[C@H](CCn3cc(-c4cccc(F)c4)nn3)O[C@H]2CO)cc1	-1.8	-0.7
66	CNC[C@H]1Oc2ccc(NC(=O)NC(C)C)cc2C(=O)N([C@@H](C)CO)C[C@H]1C	-11.4	2.9
67	O=C(C[C@H]1CC[C@@H](NC(=O)c2ccccc2)[C@H](CO)O1)NCc1ccc(Oc2ccccc2)cc1	4.9	0.5
68	CO[C@H]1CN(C)C(=O)c2ccc(NS(=O)(=O)c3cccc(F)c3)cc2OC[C@@H](C)NC[C@@H]1C	-1.1	-0.1
69	C[C@H]1CN([C@@H](C)CO)C(=O)Cc2cc(N(C)C)ccc2O[C@H]1CN(C)C(=O)NC1CCCCC1	3.4	0.0
70	O=C(CSc1ccccn1)Nc1cccc(F)c1	x	-1.4
71	O=C(CCCCCC(=O)N/N=C/c1ccc([N+](=O)[O-])s1)NO	8.5	x
72	COCC#Cc1ccc2c(c1)O[C@@H](CN(C)CC1CC1)[C@@H](C)CN([C@H](C)CO)S2(=O)=O	0.1	0.6
73	CC(=O)N(C)C[C@@H]1Oc2ncc(C#CC3(O)CCCC3)cc2C(=O)N([C@H](C)CO)C[C@@H]1C	-5.5	-0.1
74	O=C(O)C[C@@H]1C[C@H]2c3cc(NC(=O)Cc4ccncc4)ccc3O[C@H]2[C@H](CO)O1	4.9	-1.6
75	C[C@H]1CN([C@@H](C)CO)C(=O)c2cc(NC(=O)NC3CCCCC3)ccc2O[C@@H]1CN(C)C(=O)Nc1ccc(F)cc1	4.5	0.2
76	C[C@@H]1CN([C@H](C)CO)C(=O)c2cc(C#CCN(C)C)cnc2O[C@H]1CN(C)C(=O)NC1CCCCC1	8.1	2.3
77	C[C@H]1CCCCO[C@H](CN(C)C(=O)c2ccccc2)[C@@H](C)CN([C@@H](C)CO)C(=O)c2cc(N(C)C)ccc2O1	-7.7	x
78	Cc1cccc(-n2c(SCC(N)=O)nnc2-c2ccncc2)c1C	8.8	0.5
79	COc1ccccc1-c1cnc2c(c1)C(=O)N([C@H](C)CO)C[C@H](C)[C@H](CN(C)Cc1ccc(C(=O)O)cc1)O2	9.2	-7.1
80	Cc1noc(C)c1NC(=O)Nc1cccc2c1O[C@H](CN(C)C(=O)Nc1ccc3c(c1)OCO3)[C@H](C)CN([C@H](C)CO)C2=O	x	1.1

High-throughput results: PubChem BioAssay, Broad Institute
